Screens as filed in PubChem BioAssay.
COUP-TFII inh = NR2F2 transcriptional activity inhibitors, primary screen, cell-based, luciferase reporter, HEK293T, luminescence; inhibition, % at 8.6 µM; COUP transcription factor 2 (Homo sapiens), P24468; HEK293T NGFI-A luciferase reporter; AID 686940, 2013; 370,000 compounds, 0.7% hits;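 active means inhibition above a per-plate cutoff, mean inhibition of test wells between control levels plus 3 SD, cut at about 38% in these data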;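 further: cells cotransfected with COUP-TFII expression vector driving the NGFI-A reporter; 0% = median of COUP-TF2 test wells and 100% = reporter-only cells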
Target sequence (P24468 whole entry, looked up): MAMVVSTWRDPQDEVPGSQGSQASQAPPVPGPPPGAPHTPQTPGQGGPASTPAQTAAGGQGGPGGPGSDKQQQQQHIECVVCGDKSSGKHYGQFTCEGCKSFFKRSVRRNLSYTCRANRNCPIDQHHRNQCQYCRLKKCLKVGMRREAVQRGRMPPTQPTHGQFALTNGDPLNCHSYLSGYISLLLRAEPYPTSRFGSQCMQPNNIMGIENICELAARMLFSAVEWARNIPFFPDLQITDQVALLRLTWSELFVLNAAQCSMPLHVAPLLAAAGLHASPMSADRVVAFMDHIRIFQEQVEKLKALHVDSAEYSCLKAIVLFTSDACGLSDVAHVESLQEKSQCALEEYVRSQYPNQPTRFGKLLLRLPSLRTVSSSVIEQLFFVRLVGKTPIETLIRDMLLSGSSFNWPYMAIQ
SRC2 inh = inhibition of GAL4-SRC2 driven luciferase reporter, primary screen, SRC2 inhibitor project, cell-based, luminescence. Nuclear receptor coactivator 2 (Homo sapiens), Q15596. HEK293 GAL4-SRC2 luciferase reporter. inhibition, % at 9 µM. 370,000 compounds, 0.17% hits;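 active means inhibition above the mean inhibition of all tested compounds plus 3 SD, set per campaign, cut at about 52% in these data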;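 further: 0% = DMSO treated cells and 100% = cells given Gossypol at 36 µM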
C8 TRAIL sens = viability loss with TRAIL in NB7+C8 cells, primary screen, TRAIL sensitizer project, cell-based, ATPlite luminescence; AID 624354, 2012; 360,000 compounds, 1% hits; inhibition (viability loss, TRAIL sensitization), % at 10 µM;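 active means compounds causing at least 50% loss of cell viability in the single-dose screen, relative to plate controls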
EBV LMP1 NFkB = EBV LMP1-driven NF-kappaB luciferase reporter inhibitors, primary screen, cell-based, luminescence, single point. LMP1-induced NF-kappaB luciferase reporter cells. inhibition, % at 12.5 µM. 350,000 compounds, 0.69% hits. AID 504558, 2011; in the data active means inhibition above about 41%; inconclusive means no clear call, values can overlap the other calls;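 further: 0% = neutral control wells and 100% = reference inhibitor control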
SRC1 inh = SRC1 coactivator transcriptional activity inhibitors, primary screen, cell-based, luminescence; Nuclear receptor coactivator 1 (Homo sapiens), Q15788; HEK293 GAL4-SRC1 luciferase reporter; inhibition, % at 3.6 µM; 360,000 compounds, 0.12% hits; AID 588354, 2011;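 active means inhibition above the campaign mean plus 3 SD, with each screening campaign given its own cutoff, cut at about 60% in these data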;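 further: 0% = DMSO treated cells and 100% = gossypol at 36 µM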
Vif inh = HIV Vif self-association inhibitors, primary screen, imaging, HEK293T, single point; HEK293T cells, Vif self-association by quenched fluorescence, 24 h; inhibition, % at 7.49 µM; 340,000 compounds, 0.35% hits; in the data active means inhibition above about 50%, passing the limit was not always enough; inconclusive means no clear call, values can overlap the other calls; inactive means below about 31%; further: some results filed as inactive read as strong as hits
SRC3 inh = SRC3 coactivator transcriptional activity inhibitors, primary screen, cell-based, luminescence. 360,000 compounds, 0.17% hits. HEK293 GAL4-SRC3 luciferase reporter. AID 588352, 2011. inhibition, % at 3.6 µM;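 active means inhibition above a per-campaign cutoff, the mean of all compounds plus 3 SD, cut at about 60% in these data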;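 further: 0% = DMSO-treated cells and 100% = gossypol-treated cells at 36 µM; higher means less SRC3-driven luciferase light from the GAL4 reporter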
TROY NFkB inh = inhibitors of TROY-driven NF-kB signaling, primary screen, Q293 LMP1-TROYcd cells, NF-kB luciferase, uHTS; Q293 LMP1-TROYcd NF-kB luciferase reporter, 4 h; inhibition, % at 10 µM; AID 1347056, 2019; 360,000 compounds, 0.98% hits;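 active means compounds whose plate-normalised and pattern-corrected inhibition of the luciferase reporter signal at the single screening dose is 50% or more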
NOD2-RIPK2 inh = NOD2-RIPK2 binding disruptors in cells, primary screen, fluorescence, CHO cells, BLA complementation. Receptor-interacting serine/threonine-protein kinase 2 (Homo sapiens), O43353. CCF4 ratio. inhibition, % at 4.98 µM. 360,000 compounds, 0.38% hits. AID 624267, 2012; in the data active means inhibition above about 21%;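 further: 0% = vehicle only and 100% = reference blocker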
Target sequence (O43353 whole entry, looked up): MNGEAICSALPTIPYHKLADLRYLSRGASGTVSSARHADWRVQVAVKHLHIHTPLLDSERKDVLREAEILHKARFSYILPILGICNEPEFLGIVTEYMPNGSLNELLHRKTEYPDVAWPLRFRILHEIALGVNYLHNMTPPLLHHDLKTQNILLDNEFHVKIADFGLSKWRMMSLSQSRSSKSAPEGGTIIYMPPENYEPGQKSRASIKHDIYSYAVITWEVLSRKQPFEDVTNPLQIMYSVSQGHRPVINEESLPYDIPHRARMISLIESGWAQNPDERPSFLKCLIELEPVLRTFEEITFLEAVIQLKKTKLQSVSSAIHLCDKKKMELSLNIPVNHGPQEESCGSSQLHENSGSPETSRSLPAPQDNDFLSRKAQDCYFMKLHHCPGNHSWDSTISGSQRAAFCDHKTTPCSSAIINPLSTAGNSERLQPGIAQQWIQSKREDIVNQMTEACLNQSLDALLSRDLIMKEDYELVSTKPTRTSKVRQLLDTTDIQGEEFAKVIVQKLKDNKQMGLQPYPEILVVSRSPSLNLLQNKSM
TLR9-MyD88 block = inhibitors of TLR9-MyD88 association in cells, primary screen, cell-based, CHO, BLA complementation, fluorescence; Toll-like receptor 9 (Homo sapiens) + Myeloid differentiation primary response protein …; CCF4 FRET ratio; inhibition, % at 4.98 µM; 340,000 compounds, 0.21% hits;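 active means inhibition above the mean over all tested compounds plus 3 SD, cut at about 21% in these data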;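 further: 0% = DMSO only wells and 100% = clavulanate BLA inhibitor control wells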
LRH-1 inv ag = LRH-1 (NR5A2) inverse agonists, primary screen, cell-based, luminescence, HEK293T, StAR-luciferase reporter; LRH-1 transfected, 24 h; AID 602396, 2012; Nuclear receptor subfamily 5 group A member 2 (Homo sapiens), O00482; 360,000 compounds, 0.13% hits; inhibition, % at 3.6 µM;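 active means inhibition above the mean inhibition of all tested compounds plus 3 SD, cut at about 73% in these data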;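 further: 0% = DMSO wells and 100% = reporter-only cells lacking LRH-1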
Active calls of the source: *; ? = inconclusive; / = not tested or not shown; & = joins results of further samples. A portion of the library. The share of hits here may be higher or lower than overall.

1	CN(C(=O)COC(=O)c1cc(S(=O)(=O)N2CCCCC2)ccc1Cl)c1ccccc1
2	CCCCN(C)C(=O)Cc1c(OC)ccc2cc(Br)ccc12
3	N=C1C(c2nc3ccccc3[nH]2)=C(O)CN1c1ccc(CC(=O)O)cc1
4	COc1cccc(-n2nc(C(C)=O)c(C#N)c2-c2ccco2)c1
5	Cn1c(=O)oc2cc(S(=O)(=O)N3CCC(C(=O)NCc4ccccc4Cl)CC3)ccc21
6	O=C(O)C1CC=CCC1C(=O)NCc1cn2ccccc2n1 (stereo unspecified)
7	CN(c1cccc(NC(=O)CN(c2ccc(F)cc2)S(C)(=O)=O)c1)S(C)(=O)=O
8	CCCn1c(=O)c2ccccc2n2c(SCc3nnc(-c4ccccc4Br)o3)nnc12
assay / compound	1	2	3	4	5	6	7	8
COUP-TFII inh	-2	6	-10	-13	-4	-11	-15	7
SRC2 inh	-3	-11	-21	-21	-18	-30	11	7
C8 TRAIL sens	14	7	-1	-6	-14	-1	-4	-2
EBV LMP1 NFkB	-2	5	-6	13	-6	11	-7	7
SRC1 inh	-7	1	-2	11	-27	1	3	-9
Vif inh	7	5	1	6	16	-2	10	4
SRC3 inh	5	12	7	19	3	-16	7	6
TROY NFkB inh	-5	21	-3	5	5	1	-21	3
NOD2-RIPK2 inh	-3	-3	7	-6	-5	6	-2	7
TLR9-MyD88 block	-3	-7	3	-4	-11	-1	-1	-2
LRH-1 inv ag	-22	13	14	-8	-1	16	0	9

Some of these compounds in order of the SRC2 inh value, descending.
entry | smiles | COUP-TFII inh | SRC2 inh | EBV LMP1 NFkB | SRC1 inh | Vif inh | SRC3 inh | NOD2-RIPK2 inh | TLR9-MyD88 block | LRH-1 inv ag
8 | CCCn1c(=O)c2ccccc2n2c(SCc3nnc(-c4ccccc4Br)o3)nnc12 | 7 | 7 | 7 | -9 | 4 | 6 | 7 | -2 | 9
1 | CN(C(=O)COC(=O)c1cc(S(=O)(=O)N2CCCCC2)ccc1Cl)c1ccccc1 | -2 | -3 | -2 | -7 | 7 | 5 | -3 | -3 | -22
2 | CCCCN(C)C(=O)Cc1c(OC)ccc2cc(Br)ccc12 | 6 | -11 | 5 | 1 | 5 | 12 | -3 | -7 | 13
5 | Cn1c(=O)oc2cc(S(=O)(=O)N3CCC(C(=O)NCc4ccccc4Cl)CC3)ccc21 | -4 | -18 | -6 | -27 | 16 | 3 | -5 | -11 | -1
3 | N=C1C(c2nc3ccccc3[nH]2)=C(O)CN1c1ccc(CC(=O)O)cc1 | -10 | -21 | -6 | -2 | 1 | 7 | 7 | 3 | 14

The main list resumes with the two entries that preceded the break.
7	CN(c1cccc(NC(=O)CN(c2ccc(F)cc2)S(C)(=O)=O)c1)S(C)(=O)=O
8	CCCn1c(=O)c2ccccc2n2c(SCc3nnc(-c4ccccc4Br)o3)nnc12
9	CC(=O)c1cc(OC(=O)N2CCOCC2)ccc1OC(=O)N1CCOCC1
10	O=C1CC(c2ccco2)CC(O)=C1C=Nc1ccc(Br)cc1 (stereo unspecified)
11	Clc1ccc(/C=N/Nc2nnc(Cl)c3ccccc23)cc1
12	COC(=O)Cn1nnnc1-c1nc2cc(C)c(C)cc2[nH]c1=O
13	CCC(C)[C@H]1CN=C(N)N1CCc1cccc2ccccc12 (stereo partly specified)
14	NC(=O)N/N=C/c1cn(CC(=O)Nc2ccc(F)cc2)c2ccccc12
15	CC(C)C(=O)N1N=C2CCCCC2C1(O)C(F)(F)F (stereo unspecified)
16	Cc1ccc(S(=O)(=O)NCC(=O)Nc2cccnc2)cc1C
assay / compound	7	8	9	10	11	12	13	14	15	16
COUP-TFII inh	-15	7	7	1	-5	11	0	-18	-5	-2
SRC2 inh	11	7	-4	-21	-40	-1	23	-57	7	7
C8 TRAIL sens	-4	-2	-19	5	27	-2	22	-18	-3	-6
EBV LMP1 NFkB	-7	7	0	-6	-54	/	2	/	0	3
SRC1 inh	3	-9	10	-11	-29	/	-10	-7	-1	3
Vif inh	10	4	0	19	-6	/	/	1	-4	9
SRC3 inh	7	6	0	15	-24	/	20	-8	15	0
TROY NFkB inh	-21	3	-3	2	-50	2	-5	-12	-8	-2
NOD2-RIPK2 inh	-2	7	-6	0	-3	7	-4	-4	4	1
TLR9-MyD88 block	-1	-2	0	-1	-8	/	-4	/	4	5
LRH-1 inv ag	0	9	2	12	-40	-7	3	-12	15	5

17	COc1ccc(CCNC(=O)c2ccc(OCC(=O)N3CCOCC3)c(OC)c2)cc1
18	Cc1snc(SCc2c(F)cccc2Cl)c1C#N
19	O=S(=O)(NCCN1CCOCC1)c1ccc2c(c1)OCCO2
20	COCCCNC(=O)c1cc(=O)n(Cc2ccc(Cl)cc2)c2ccccc12
21	O=C(Nc1ccn(CCCNCC2CCCO2)c(=O)n1)OCc1ccccc1 (stereo unspecified)
22	CN(CCO)c1nc(N)c2c(N)nc3c(c2c1C#N)CC(=O)N3Cc1cccs1
23	COc1ccc(F)cc1S(=O)(=O)N1CCN(c2ccccn2)CC1
24	Nc1ncnc2c1ncn2[C@@H]1O[C@H](CNS(=O)(=O)c2cc3ccccc3s2)[C@@H](O)[C@H]1O
assay / compound	17	18	19	20	21	22	23	24
COUP-TFII inh	-17	-10	-3	7	-24	-5	28	-13
SRC2 inh	12	-6	-3	11	20	1	-12	-4
C8 TRAIL sens	-8	-6	5	5	6	-7	2	13
EBV LMP1 NFkB	4	6	-2	7	8	-8	-8	-9
SRC1 inh	-4	6	3	-19	-6	-1	-2	-10
Vif inh	2	/	-2	3	-5	17	-4	-3
SRC3 inh	-10	1	25	9	-16	11	-30	-21
TROY NFkB inh	2	-1	-12	14	4	-24	2	15
NOD2-RIPK2 inh	9	-5	-5	-14	-3	-4	9	5
TLR9-MyD88 block	6	-9	9	-1	-17	-1	3	-9
LRH-1 inv ag	-18	-6	12	-12	-28	-8	-18	18

25	CC(C)C(=O)Nc1ccccc1N1CCN(C(=O)c2ccccc2)CC1
26	O=C(c1c[nH]c2ccc(S(=O)(=O)N3CCC4(CC3)OCCO4)cc2c1=O)N1CCOCC1
27	CCN(CC)c1ccc(CNc2nc3ccccc3n2CCN2CCCCC2)cc1
28	COc1ccc(Cc2nnc3sc(SCC(=O)Nc4ccccc4)nn3c2=O)cc1OC
29	CC(=O)c1ccc(NC(=O)C2CC(=O)N(C(C)C)C2)cc1 (stereo unspecified)
30	COc1ccc(N2CCN(C(=O)CCNS(=O)(=O)c3ccccc3)CC2)cc1
31	COc1cc2[nH]c(=S)n(Cc3ccc(F)cc3)c(=O)c2cc1OC
32	COc1ccccc1OCc1ccc(C(=O)N2N=C(C(F)F)CC2(O)C(F)F)o1 (stereo unspecified)
assay / compound	25	26	27	28	29	30	31	32
COUP-TFII inh	3	0	7	-1	-15	-1	2	-4
SRC2 inh	10	8	24	9	-1	-20	20	-21
C8 TRAIL sens	-10	3	19	7	-11	3	-8	3
EBV LMP1 NFkB	3	-7	1	1	1	-1	-38	-3
SRC1 inh	-3	-7	-53	-81	-26	0	11	-30
Vif inh	13	1	-17	-3	-5	4	?	-4
SRC3 inh	-12	-30	15	-5	-2	18	-1	5
TROY NFkB inh	14	8	49	-1	-16	-28	-14	17
NOD2-RIPK2 inh	-1	-19	7	-4	-5	-1	0	-3
TLR9-MyD88 block	-9	-5	2	3	7	2	-4	-10
LRH-1 inv ag	0	13	-7	9	-11	18	-3	8

33	O=C(Nc1ccccc1)c1sc(Cl)nc1-c1ccccc1
34	COc1ccc(CCNc2c(C=O)c(=O)[nH]c3ccccc23)cc1OC
35	O=[N+]([O-])c1ccc(C2CC(c3ccccc3)=Nc3ccccc3S2)cc1 (stereo unspecified)
36	CN(C)c1ccc(NC(=O)CSc2nnc(C3CCCCC3)n2N)cc1
37	Cc1ccc(NCCC(=O)c2ccc(Br)cc2)cc1
38	Cc1ccnn1C(C)C(=O)O (stereo unspecified)
39	O=C1C=C(c2ccoc2)N2CCC[C@H]2C1
40	CC[N+](C)(C)c1cccc(O)c1
assay / compound	33	34	35	36	37	38	39	40
COUP-TFII inh	5	14	-6	-38	-12	22	8	-10
SRC2 inh	21	-7	-59	-13	-23	8	-20	5
C8 TRAIL sens	-1	-3	-4	-9	-2	-5	-14	-19
EBV LMP1 NFkB	5	0	-9	-7	-5	1	-8	-3
SRC1 inh	-2	0	-16	-12	-13	-10	12	-8
Vif inh	-14	-2	1	-5	10	8	-8	7
SRC3 inh	14	16	-12	0	-13	-11	8	3
TROY NFkB inh	-17	5	42	-17	-68	7	-6	-10
NOD2-RIPK2 inh	1	4	4	2	-6	4	12	-24
TLR9-MyD88 block	-14	-10	-5	-8	-5	5	0	-22
LRH-1 inv ag	-5	13	38	-25	10	-3	11	-22

41	O=C(Nc1ccccc1)c1nc[nH]c1C(=O)NCCCCCCNC(=O)c1[nH]cnc1C(=O)Nc1ccccc1
42	CCC1(CC)C(=O)NC(=O)NC1=NCCc1ccc(O)cc1
43	CCCCc1nnc(NC(=O)Cn2cnc3ccccc3c2=O)s1
44	CCCS(=O)(=O)NC(=O)C1(C)CCN(C(=O)c2cccc3ccccc23)C1 (stereo unspecified)
45	CCOC(=O)N1CCN(C(=O)CSc2nc3c(cnn3-c3ccccc3)c(=O)[nH]2)CC1
46	CC1(NC(=O)c2cc(-c3cccs3)nn2-c2ccccc2)CCS(=O)(=O)C1 (stereo unspecified)
47	Cc1ccc(CCNC(=O)C2CCN(S(=O)(=O)N3CCC4(CC3)OCCO4)CC2)cc1
48	CC(C)CNC(=S)NNC(=O)CC(C)O (stereo unspecified)
49	COc1ccc(NC(=O)C2C(=O)N(CCO)C3(C)CC2c2ccccc2O3)cc1 (stereo unspecified)
50	Cc1cccc(NCC(=O)c2c(N)n(C)c(=O)n(C)c2=O)c1C
assay / compound	41	42	43	44	45	46	47	48	49	50
COUP-TFII inh	-1	0	5	1	-2	6	7	-8	-21	-4
SRC2 inh	7	9	-7	6	-45	0	3	-17	-15	-18
C8 TRAIL sens	45	-3	10	-18	-13	-2	10	0	-11	-3
EBV LMP1 NFkB	-13	-1	-8	/	-1	2	14	-3	-16	-2
SRC1 inh	-11	9	8	-6	-7	-13	-6	-7	-15	0
Vif inh	11	2	-2	-7	/	1	-1	-4	7&-6	9
SRC3 inh	4	13	1	11	9	-6	11	3	-5	-20
TROY NFkB inh	26	2	13	9	-6	-12	-4	2	6	8
NOD2-RIPK2 inh	-7	-6	2	3	5	-7	6	-2	3	5
TLR9-MyD88 block	0	1	2	/	16	8	-3	20	-9	-1
LRH-1 inv ag	1	15	-12	19	4	1	8	15	-9	16
